Screening data deposited in PubChem BioAssay by several laboratories.
bIAP activator: increases bovine intestinal alkaline phosphatase activity; purified bovine IAP, CDP-star luminescence, 30 min; active compounds read high; fold of DMSO-control signal, blank-subtracted; activation factor at 20 µM; 200,000 compounds, 0.17% hits; AID 1016;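 active means activation factor of 2 or more at 20 µM, a signal rise over negative controls twice the positive control's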
TNAP act hiacc: TNAP (human) activation, high acceptor; purified TNAP, CDP-star luminescence, 1 M DEA, 30 min; active compounds read high; 0 = EDTA background, 1 = DMSO-only activity; AID 1136; 200,000 tested, under 10 active; activation factor at 20 µM;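 active means activation factor at least 2 at 20 µM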
Target sequence (P05186 whole entry, looked up): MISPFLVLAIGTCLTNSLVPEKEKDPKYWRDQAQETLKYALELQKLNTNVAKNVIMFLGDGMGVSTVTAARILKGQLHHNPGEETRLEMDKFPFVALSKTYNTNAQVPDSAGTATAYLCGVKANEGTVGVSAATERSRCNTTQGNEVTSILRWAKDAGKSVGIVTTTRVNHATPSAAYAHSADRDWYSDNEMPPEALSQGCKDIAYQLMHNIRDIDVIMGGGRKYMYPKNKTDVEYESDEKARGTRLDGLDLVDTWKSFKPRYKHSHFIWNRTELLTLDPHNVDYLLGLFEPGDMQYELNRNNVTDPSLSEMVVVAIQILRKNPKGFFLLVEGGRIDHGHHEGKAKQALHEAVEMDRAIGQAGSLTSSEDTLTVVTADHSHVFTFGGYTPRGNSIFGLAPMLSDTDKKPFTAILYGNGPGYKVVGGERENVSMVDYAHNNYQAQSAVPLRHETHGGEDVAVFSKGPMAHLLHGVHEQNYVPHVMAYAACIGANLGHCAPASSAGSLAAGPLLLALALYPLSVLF
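system = human TNAP | amount = enzyme diluted 1/800 final | reagent = 100 µM CDP-star substrate | signal = luminescent substrate turnover signal | dosing = one dose, 20 µM | benchmarks = EDTA negative control, DMSO positive control | measure = activation factor | timing = 30 min reaction, room temperature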
PMI activator: activators of human phosphomannose isomerase | AID 1214 | P34949 | activation factor at 20 µM | 190,000 compounds, 0.005% hits | purified human PMI, coupled resazurin fluorescence, 20 min; active compounds read high; 1 = vehicle control, 0 substrate-free wells;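 active means activation factor of 2 or more at 20 µM, relative to plate controls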
Target sequence (P34949 whole entry, looked up): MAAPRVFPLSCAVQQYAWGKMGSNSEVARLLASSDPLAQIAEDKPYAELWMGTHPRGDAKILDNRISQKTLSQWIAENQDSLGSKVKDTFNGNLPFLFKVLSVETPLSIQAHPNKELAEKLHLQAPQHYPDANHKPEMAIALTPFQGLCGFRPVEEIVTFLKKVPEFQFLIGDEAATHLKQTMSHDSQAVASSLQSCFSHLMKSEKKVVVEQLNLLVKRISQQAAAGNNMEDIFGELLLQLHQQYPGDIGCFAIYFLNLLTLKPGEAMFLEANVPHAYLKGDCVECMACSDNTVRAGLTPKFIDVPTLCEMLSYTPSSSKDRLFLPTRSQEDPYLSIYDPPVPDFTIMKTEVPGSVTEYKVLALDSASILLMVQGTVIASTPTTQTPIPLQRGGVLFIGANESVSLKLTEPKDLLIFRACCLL
Lmaj promast: Leishmania major promastigote growth inhibition; Leishmania major promastigotes, resazurin fluorescence viability; inhibition, % at 10 µM; 200,000 compounds, 9% hits; in the data active means inhibition above about 50%;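 further: promastigotes grown with compound for 44 hours at 28 °C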
TNAP inh noacc: inhibitors of human TNAP without phosphate acceptor | purified TNAP, CDP-star luminescence, 30 min | inhibition, % at 20 µM | 200,000 compounds, 0.26% hits;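 active means tissue-nonspecific alkaline phosphatase inhibition above about 50% at 20 µM in the single-dose screen, limit read from the data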;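 further: 0% = DMSO negative control and 100% = EDTA positive control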
Diaph act CS: counter-screen for diaphorase-based assays: diaphorase activators and chemical reducers | Diaphorase/resazurin coupled assay, resorufin fluorescence, 16 min; active compounds read high; 1 = vehicle wells, 0 = NADH-free wells | 190,000 compounds, 0.005% hits | activation factor at 20 µM;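 active means diaphorase activity raised at least twofold by the compound at 20 µM; inactive means activation factor below 2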
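Material: bacterial diaphorase enzyme (C. kluyveri); amount: enzyme 0.07 U/mL final; reagent: NADH substrate 0.114 mM plus resazurin dye 0.1 mM, final; doses: single compound dose of 20 µM, 1% DMSO final; timing: 16 min enzyme reaction, ambient temperature; measured by: fluorescence of resorufin, 544 nm excitation, 590 nm emission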
PMI act satM6P: increases human PMI activity with near-saturating mannose 6-phosphate; activation factor at 20 µM; coupled PMI enzyme assay, resazurin fluorescence, 20 min; active compounds read high; 1 = untreated enzyme, 0 = substrate-free blank; 190,000 compounds, 0.34% hits;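 active means activation factor of 2 or more at 20 µM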
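Test system: human phosphomannose isomerase with PGI, G6PDH, diaphorase coupling enzymes; amount: 15 ng/mL PMI; incubation: enzyme reaction with compound 20 min at room temperature; technique: resorufin fluorescence (Ex 544/Em 590 nm) from resazurin via diaphorase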
TNAP inh hi DEA: blocks human TNAP under high phosphate acceptor concentration; purified TNAP, CDP-star luminescence, 1 M DEA; 200,000 compounds, 0.03% hits; inhibition, % at 20 µM; AID 1135;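 active means over 50% inhibition of tissue-nonspecific alkaline phosphatase at 20 µM in the single-dose screen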;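 further: plate controls were DMSO wells for no effect and EDTA-quenched wells as full inhibition for full effect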
Diaphorase inh: inhibits diaphorase or chemically oxidizes, flagging diaphorase assay artifacts. diaphorase resazurin-to-resorufin fluorescence, NADH, 16 min; bacterial (C. kluyveri) enzyme, not human. inhibition, % at 20 µM. 190,000 compounds, 0.69% hits. AID 1217;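 active means primary screen inhibition at 20 µM above a set limit, cut at about 50% in these data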;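 further: plate controls were DMSO with full reaction for no effect and wells lacking NADH for full effect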
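Detection: fluorescence of resorufin formed from resazurin, Ex 544/Em 590 nm; test system: Clostridium kluyveri diaphorase enzyme; amount: 0.14 U/mL diaphorase, enzyme working solution; times: 16-min room-temperature incubation before reading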
bIAP inh: blocks bovine intestinal alkaline phosphatase activity; inhibition, % at 20 µM; AID 1019; 190,000 tested, under 10 active; purified bovine IAP, CDP-star luminescence, 30 min;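 active means over 50% inhibition of intestinal alkaline phosphatase at 20 µM in the single-dose screen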
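Assay system – bovine IAP enzyme · Quantity – bovine IAP at 1/65,000,000 final dilution · Detection – CDP-star luminescence signal · Times – 30 min reaction at room temperature · Also added – CDP-star substrate at 30 µM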
The depositor's hits bear a star.

SMILES	bIAP activator	TNAP act hiacc	PMI activator	Lmaj promast	TNAP inh noacc	Diaph act CS	PMI act satM6P	TNAP inh hi DEA	Diaphorase inh	bIAP inh
CC1(NC(=O)NCc2ccccc2)CCS(=O)(=O)C1 (stereo unspecified)	0.8	1.1	0.9	-5	-12	0.8	0.9	-5	17	16
Cc1cc(/C=C2/C(=O)N(C)C(=S)N2C)c(C)n1C1CC1	0.8	0.9	0.8	6	8	0.7	0.7	11	28	24
CC1CC1C(=O)OCC(=O)Nc1ccccc1Oc1ccccc1 (stereo unspecified)	1.1	1	1	5	-5	0.9	0.9	-2	14	-8
CC1C/C(=C\c2cccnc2)C(=O)/C(=C/c2cccnc2)C1 (stereo unspecified)	1.6	1	0.9	100*	3	1	1	-1	0	-62
Cc1ccc(NN2C(=O)C=CC2=O)cc1	0.6	1	1	-4	-12	0.8	1	-4	15	36
Cc1ccc(OCC(=O)NCc2ccco2)cc1C	1	1.1	0.8	1	-12	0.9	0.9	-5	10	2
Oc1c(Cl)cc(Cl)cc1C=Nc1ccccc1N1CCCC1	0.6	1	0.9	3	-2	0.8	0.7	5	22	39
CCOC(=O)NC(=O)CSc1nnnn1-c1ccc(C)cc1	0.8	1	0.9	-4	-11	0.9	1	-2	8	15
Cc1cc(NC(=O)CSc2nc3c(c(=O)n2CCc2ccccc2)SC(C)C3)no1 (stereo unspecified)	0.8	1	1	-1	-5	0.9	1	-1	11	16
COc1cc(/C=N/NC(=S)Nc2cccnc2)cc(OC)c1O	1.2	1	0.9	-2	-18	0.9	0.9	2	13	-24
CNC(=S)NNC(=O)c1ccc(=O)n(Cc2cccc(C(F)(F)F)c2)c1	1.4	1	1.1	-4	-84	1	1.1	0	-2	-38
Cc1ccc(-n2nc3c(c2NC(=O)CCC2CCCCC2)CS(=O)C3)cc1 (stereo unspecified)	1	1.1	0.9	-3	-25	0.8	0.9	-6	20	-3
Cc1ccc(S(=O)(=O)c2nc(Nc3ccccc3C#N)sc2Cl)cc1	0.7	1	1.3	-1	-8	1	1.1	1	5	31
Cc1cc(NC(=O)c2cc(-c3ccco3)on2)n(-c2ccccc2)n1	1	1	0.8	-4	-10	0.8	0.7	-4	23	-3
O=C(COc1ccccc1)NNc1c2ccccc2nc2ccccc12	0.8	0.9	1.1	30	8	0.9	1.1	7	15	18
CCOC(=O)C1=C(NC#N)OC(C)=C(C)C1c1ccc(O)cc1 (stereo unspecified)	0.9	1	0.9	7	14	1.1	0.9	-4	-6	12
O=C(O)Cc1ccc(NCc2ccccc2Cl)cc1	1.1	1	1	-1	0	1.1	0.9	-3	-6	-14
O=C1CCCC2=C1C(c1ccsc1)CC(=O)N2c1ccccc1 (stereo unspecified)	0.9	1	0.8	-2	-15	0.8	0.8	-4	21	6
COc1cc(C(=O)Nc2ccc(C)cc2)c(-n2cnnn2)cc1OC	1	1.1	1	-5	-13	0.9	1	-6	7	5
CC(=O)Nc1cccc(NC(=O)c2ccc(C(=O)Nc3cccc(NC(C)=O)c3)nc2)c1	1.2	1	0.9	1	1	0.9	0.6	0	7	-20
CCN(CC)CCCNC(=O)c1cc(-c2cccc(Cl)c2)on1	1	1	1	87*	-12	1	1	-5	4	3
CCOC(=O)CON1C(=O)C(=O)N(OCC(=O)OCC)C2CCCCC21 (stereo unspecified)	1	1	1	-5	-8	0.9	1	-3	5	2
Cc1ccc(S(=O)(=O)c2cc3c(=O)n4ccccc4nc3n(Cc3ccco3)c2=N)cc1	0.8	1	1.3	62*	-4	0.5	1.7	-2	45	22
CCN1CCN(Cc2ccc(NC(=O)Nc3ccccc3Cl)cc2)CC1	1	1	0.8	2	-9	0.9	0.8	2	12	-4
Cc1cccc(Oc2ncnc3onc(C)c23)c1	1	1	0.9	-5	-6	0.8	0.8	2	17	4
CN(C)S(=O)(=O)Oc1cc(Cl)ccc1C(=O)Nc1ccc(F)cc1F	1.1	1	1.1	0	-11	1.1	1.1	-4	-10	-11
CCOC(=O)c1cn(CC(=O)Nc2ccc(C(C)C)cc2)nn1	1	1.1	1	-2	-11	0.9	1	-6	13	-3
O=C(Nc1ncnc2c1CCC2)C12CC3CC(CC(C3)C1)C2	1.1	1	0.8	-2	-9	0.8	0.9	-3	18	-6
COCCNC(=O)C1(C)C=CC2(CCCCC2)N1C(=O)c1ccccc1 (stereo unspecified)	1	1.1	1	-5	-7	0.9	1	-5	8	4
CCOC(=O)c1ccc(Nc2cc(C)nc(N3CCOCC3)n2)cc1	1	1	0.9	10	-8	0.9	0.9	-1	12	1
c1ccc(-n2ncc3c(NCc4ccccn4)ncnc32)cc1	1	1	0.9	-2	1	0.9	1	0	12	-2
CCOC(=O)c1[nH]c(C)c(C(=O)NCCC2=CCCCC2)c1C	0.9	1	1.1	-1	-8	0.8	0.9	-4	15	6
COc1cc(/C=N/O)cc(Br)c1OCc1cccc(Cl)c1	0.8	1	1	9	6	0.8	0.9	-3	20	19
COc1ccc(CCC(=O)Nc2cccc(Cl)c2)cc1	1	1	1	-7	-19	0.9	1	-2	11	2
CCOC(=O)Cn1c(-c2cccnc2Cl)nc2cc(Cl)c(Cl)cc21	1	1.1	0.9	-5	-10	0.8	0.8	-5	24	0
CC(C)CNC(=O)c1ccc(Cl)c(N)c1	1.1	1	1	22	-7	0.9	0.9	-3	7	-6
COc1ccc(C2C3=C(CC(C)(C)CC3=O)Nc3n[nH]c(C)c32)cc1 (stereo unspecified)	1.2	1	1	16	5	1	1	-3	2	-20
N/C(=N\S(=O)(=O)c1cccs1)c1ccccc1	0.9	1	1	-4	-2	1	1	-2	4	14
CC(C)CC1NC(=O)N(Cc2cc(=O)n3ccsc3n2)C1=O (stereo unspecified)	0.9	1	1	-4	-14	0.9	0.9	-4	15	14
Cc1ccc(NC(=O)C2CCCN(C(=O)c3ccc(Cl)cc3)C2)cc1S(=O)(=O)N1CCOCC1 (stereo unspecified)	0.9	1	0.9	13	-7	0.8	1	-3	15	6
CC(C)C(OC(=O)c1cccs1)C(=O)NC1CCCCC1 (stereo unspecified)	0.9	1	1.1	8	-10	0.9	1	-4	14	9
O=C(COc1ccccc1-c1ccccc1)N/N=C/c1cccc2ccccc12	1	1	0.8	-1	3	0.7	0.8	-4	25	1
O=C(c1ccc(N2C(=O)C3CC=C(Cl)CC3C2=O)cc1)N1CCOCC1 (stereo unspecified)	1	1.1	0.9	3	-10	0.9	1	-6	10	0
Cc1cc(C)cc(CC2CC(=O)N(c3cc(C)on3)C2=O)c1 (stereo unspecified)	1	1	1.1	-6	-6	1	1.1	0	3	3
COc1ccc(Cl)cc1Nc1nc(C)cc(C)c1C(N)=O	0.9	1.1	0.8	-4	-10	0.9	0.6	-6	12	6

Compounds from the list above that contain an aryl methoxy group, in the order listed:
SMILES	bIAP activator	TNAP act hiacc	PMI activator	Lmaj promast	TNAP inh noacc	Diaph act CS	PMI act satM6P	TNAP inh hi DEA	Diaphorase inh	bIAP inh
COc1cc(/C=N/NC(=S)Nc2cccnc2)cc(OC)c1O	1.2	1	0.9	-2	-18	0.9	0.9	2	13	-24
COc1cc(C(=O)Nc2ccc(C)cc2)c(-n2cnnn2)cc1OC	1	1.1	1	-5	-13	0.9	1	-6	7	5
COc1cc(/C=N/O)cc(Br)c1OCc1cccc(Cl)c1	0.8	1	1	9	6	0.8	0.9	-3	20	19
COc1ccc(CCC(=O)Nc2cccc(Cl)c2)cc1	1	1	1	-7	-19	0.9	1	-2	11	2
COc1ccc(C2C3=C(CC(C)(C)CC3=O)Nc3n[nH]c(C)c32)cc1 (stereo unspecified)	1.2	1	1	16	5	1	1	-3	2	-20
COc1ccc(Cl)cc1Nc1nc(C)cc(C)c1C(N)=O	0.9	1.1	0.8	-4	-10	0.9	0.6	-6	12	6

Further structures.
SMILES	bIAP activator	TNAP act hiacc	PMI activator	Lmaj promast	TNAP inh noacc	Diaph act CS	PMI act satM6P	TNAP inh hi DEA	Diaphorase inh	bIAP inh
O=C(NCCc1ccccc1)C(=O)NCC1(c2ccccc2)CCCC1	1	1	1	-2	-8	1	1	-4	-2	-2
CCOC(=O)c1cc(=O)[nH]c2ccccc12	0.9	1	1	-5	-6	1	1.1	-3	1	6
CC(=O)c1cccc(NC(=O)C2C(c3ccccc3)C2(Cl)Cl)c1 (stereo unspecified)	0.9	1.1	0.8	33	-10	0.7	0.8	-6	26	10
O=C(Cn1ccc([N+](=O)[O-])n1)Nc1nccs1	0.9	1.1	1.1	77*	-10	0.9	1	-5	7	5
COc1ccc(/C=N/NC(=O)CNS(=O)(=O)c2ccc(C)cc2)cc1	1.1	1.1	1	2	-10	0.9	1	-5	14	-7
COCCCNC(=O)c1cn(CC(C)C)c(=O)c2c1c1ccccc1n2C	0.8	1.1	0.9	-3	-18	0.8	1	-5	18	19
O=C(CSc1ccc(-c2nc3ccccc3[nH]2)cn1)Nc1ccc(S(=O)(=O)NC2CC2)cc1	0.9	1	1	-3	1	0.9	1	-3	10	9
CN(C)/C=C(\C#N)c1nc2ccccc2[nH]1	1	1	0.9	18	-14	0.9	0.9	-3	12	4
Cc1ccccc1NCC(=O)N/N=C\c1ccc2c(c1)OCO2	1	1	1	-1	-11	0.9	1.1	-3	7	3
COc1ccccc1-c1nc2ccccc2nc1-c1ccccc1	1	1	0.9	49	-4	0.7	0.9	-4	29	2
CCOC(=O)c1c(N)c(C#N)c2n1CCCC2	0.9	1.1	1.1	-5	0	1.1	1	-7	-11	8
O=C(CCCCCn1c(=O)[nH]c2ccccc2c1=O)NCCCN1CCN(c2ccccc2F)CC1	1.2	1	1	8	-9	0.9	1	-4	8	-16
NC(=O)COC(=O)c1cccc(S(=O)(=O)N2CCN(c3ccccc3)CC2)c1	1.1	1	0.9	-6	-12	0.9	0.9	-2	6	-10
Cc1cccc(Oc2ncnc(N)c2[N+](=O)[O-])c1	0.6	1	0.9	-1	-8	0.8	0.9	-1	16	45
CCC(=NCc1ccccc1)C1=C(O)C(C(=O)OC)C(C)(C)CC1=O (stereo unspecified)	1	1	0.9	-2	-9	0.8	0.9	-5	18	3
COc1ccc(CN2C(=O)c3cccnc3C2Nc2cc(Cl)c(OC)cc2OC)cc1 (stereo unspecified)	1	1	0.7	5	-5	0.8	0.5	-1	23	0
CCOc1ccc2nc(NC(=O)CN3CCC(n4nnc5cc(C(F)(F)F)ccc54)CC3)sc2c1	0.8	1	0.9	16	-12	0.8	0.9	0	16	16

Compounds as they come; overall some 10% were active at least once.
